High-throughput results as filed in PubChem.
mHTT CaM bind = mutant huntingtin-calmodulin interaction inhibitors – biochemical, AlphaScreen, primary screen | inhibition, % at 15 µM | 190,000 tested, 3.6% active | P42858 | AlphaScreen His-mHTT/GST-CaM binding, luminescence;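 note: 0% = both proteins with DMSO and 100% = one protein alone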
Target sequence (P42858 whole entry, looked up, stated change not applied): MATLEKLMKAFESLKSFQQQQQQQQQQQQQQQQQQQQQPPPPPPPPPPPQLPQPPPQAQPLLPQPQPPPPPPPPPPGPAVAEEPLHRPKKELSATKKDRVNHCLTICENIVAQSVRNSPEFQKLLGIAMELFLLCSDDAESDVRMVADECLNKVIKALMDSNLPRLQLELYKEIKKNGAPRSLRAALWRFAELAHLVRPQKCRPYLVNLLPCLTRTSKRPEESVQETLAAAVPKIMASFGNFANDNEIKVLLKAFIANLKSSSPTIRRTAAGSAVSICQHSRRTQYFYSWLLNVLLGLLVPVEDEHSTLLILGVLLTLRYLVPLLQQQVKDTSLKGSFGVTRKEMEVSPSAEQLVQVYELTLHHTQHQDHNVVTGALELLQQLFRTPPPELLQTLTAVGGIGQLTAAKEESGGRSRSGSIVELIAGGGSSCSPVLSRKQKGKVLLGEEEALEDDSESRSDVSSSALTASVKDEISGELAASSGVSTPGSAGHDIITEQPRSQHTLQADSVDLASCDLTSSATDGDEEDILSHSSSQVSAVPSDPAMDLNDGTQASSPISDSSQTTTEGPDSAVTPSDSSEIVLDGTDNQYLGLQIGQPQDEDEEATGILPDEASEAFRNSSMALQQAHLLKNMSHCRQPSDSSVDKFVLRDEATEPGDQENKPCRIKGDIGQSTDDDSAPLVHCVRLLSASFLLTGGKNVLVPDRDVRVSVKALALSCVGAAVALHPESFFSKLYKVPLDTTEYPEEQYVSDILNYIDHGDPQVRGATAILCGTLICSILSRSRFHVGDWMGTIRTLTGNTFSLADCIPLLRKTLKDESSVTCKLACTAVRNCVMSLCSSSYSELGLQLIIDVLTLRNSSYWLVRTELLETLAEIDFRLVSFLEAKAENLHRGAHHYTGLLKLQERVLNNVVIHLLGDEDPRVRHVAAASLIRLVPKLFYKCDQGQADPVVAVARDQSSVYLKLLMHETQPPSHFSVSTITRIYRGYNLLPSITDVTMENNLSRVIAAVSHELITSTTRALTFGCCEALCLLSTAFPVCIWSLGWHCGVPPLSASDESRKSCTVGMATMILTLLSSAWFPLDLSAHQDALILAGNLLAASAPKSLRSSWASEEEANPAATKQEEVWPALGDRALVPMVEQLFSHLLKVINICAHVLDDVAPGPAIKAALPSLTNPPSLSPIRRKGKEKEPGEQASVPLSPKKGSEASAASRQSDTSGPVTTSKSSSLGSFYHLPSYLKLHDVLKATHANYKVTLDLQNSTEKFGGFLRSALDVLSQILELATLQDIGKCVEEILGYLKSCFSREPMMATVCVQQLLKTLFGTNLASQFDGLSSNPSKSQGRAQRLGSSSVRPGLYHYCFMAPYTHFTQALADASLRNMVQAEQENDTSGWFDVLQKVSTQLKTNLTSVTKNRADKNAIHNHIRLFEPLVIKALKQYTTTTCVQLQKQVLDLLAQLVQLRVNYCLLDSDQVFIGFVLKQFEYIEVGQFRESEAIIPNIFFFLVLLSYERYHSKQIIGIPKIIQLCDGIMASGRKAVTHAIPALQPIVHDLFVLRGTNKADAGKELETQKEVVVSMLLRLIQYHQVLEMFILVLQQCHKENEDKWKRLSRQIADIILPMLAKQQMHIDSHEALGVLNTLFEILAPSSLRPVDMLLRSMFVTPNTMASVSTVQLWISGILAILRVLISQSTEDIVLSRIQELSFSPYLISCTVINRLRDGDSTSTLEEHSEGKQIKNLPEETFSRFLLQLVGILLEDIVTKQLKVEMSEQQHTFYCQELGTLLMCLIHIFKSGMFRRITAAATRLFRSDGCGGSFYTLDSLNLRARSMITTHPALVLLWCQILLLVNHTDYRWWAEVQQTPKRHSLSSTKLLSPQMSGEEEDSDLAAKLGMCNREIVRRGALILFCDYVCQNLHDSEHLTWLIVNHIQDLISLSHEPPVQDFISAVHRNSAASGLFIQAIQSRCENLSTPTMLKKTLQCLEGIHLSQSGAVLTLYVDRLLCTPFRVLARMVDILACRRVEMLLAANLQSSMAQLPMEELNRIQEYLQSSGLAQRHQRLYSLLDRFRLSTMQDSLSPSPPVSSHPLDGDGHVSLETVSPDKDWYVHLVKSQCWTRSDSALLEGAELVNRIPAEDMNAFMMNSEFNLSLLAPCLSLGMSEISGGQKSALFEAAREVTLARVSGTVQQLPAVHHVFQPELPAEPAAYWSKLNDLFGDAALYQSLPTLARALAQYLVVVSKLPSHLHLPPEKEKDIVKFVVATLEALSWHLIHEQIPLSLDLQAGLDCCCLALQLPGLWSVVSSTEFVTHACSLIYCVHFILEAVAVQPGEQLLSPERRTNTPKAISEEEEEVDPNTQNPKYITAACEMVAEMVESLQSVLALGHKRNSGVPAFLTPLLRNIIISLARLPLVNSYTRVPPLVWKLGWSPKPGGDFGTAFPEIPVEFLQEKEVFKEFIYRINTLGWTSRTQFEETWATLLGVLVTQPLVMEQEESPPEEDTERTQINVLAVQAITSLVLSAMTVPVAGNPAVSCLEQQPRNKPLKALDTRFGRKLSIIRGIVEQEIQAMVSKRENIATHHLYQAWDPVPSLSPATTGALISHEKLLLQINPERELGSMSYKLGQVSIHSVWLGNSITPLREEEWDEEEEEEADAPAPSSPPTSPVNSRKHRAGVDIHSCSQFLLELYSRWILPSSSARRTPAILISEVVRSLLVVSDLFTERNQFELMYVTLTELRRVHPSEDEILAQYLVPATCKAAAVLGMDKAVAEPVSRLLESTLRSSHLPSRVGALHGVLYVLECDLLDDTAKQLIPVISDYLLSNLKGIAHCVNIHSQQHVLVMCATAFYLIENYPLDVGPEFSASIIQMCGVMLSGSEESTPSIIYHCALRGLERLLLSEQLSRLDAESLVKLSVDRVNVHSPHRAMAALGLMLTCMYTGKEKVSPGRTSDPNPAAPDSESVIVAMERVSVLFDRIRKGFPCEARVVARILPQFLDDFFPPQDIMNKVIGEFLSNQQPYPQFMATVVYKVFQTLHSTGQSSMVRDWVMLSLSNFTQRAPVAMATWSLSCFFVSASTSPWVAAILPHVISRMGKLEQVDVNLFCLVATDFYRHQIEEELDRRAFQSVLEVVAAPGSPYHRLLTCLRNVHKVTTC
Pf apPOL block = Pf-apPOL inhibitors, biochemical, fluorescence | Plasmodium falciparum apicoplast DNA polymerase (apPOL) | Recombinant Pf-apPOL, molecular beacon fluorescence, 1.5 h | inhibition, % at 10 µM | 210,000 tested, 0.25% active | AID 1794808, 2022
Numbers without * were called inactive; . = not tested or not shown; & = joins results of further samples. Cut-off read from the data, not from the text of the source: active = inhibition above about 50%; inactive = the rest. An excerpt; rates above refer to the full screens.

Compound | mHTT CaM bind | Pf apPOL block
Cc1cccc(-n2cc(C3CCN(C(=O)Cc4cccc(F)c4)CC3)cn2)c1 | -5 | -5
O=C(NCCN1CCC(Cc2ccccc2)CC1)C1CCCN(c2ccncc2)C1 (configuration not stated) | 12 | -4
O=C(O)CCC(=O)Nc1ccc(-c2nc3ccccc3[nH]2)cc1 | 12 | -12
O=C(c1ccoc1)N1CCCC(c2ccnc(-c3ccccc3)n2)C1 (configuration not stated) | 30 | -5
CCC(C)c1ccccc1OCCCCN1CCN(C)CC1 (configuration not stated) | 20 | -2
COc1cc(-c2c(C(=O)O)nc3ccccc3c2C(=O)O)cc(OC)c1OC | 3 | -4
CCCCCCCCCn1c[n+](CCCCCCCCC)c2cc(C)c(C)cc21 | 100* | .
Cc1ccc(C(=O)NC(=C(Cl)Cl)S(=O)(=O)c2ccc(Cl)cc2)cc1 | 2 | 5
CC(C)(C)c1cc(N)nc(N)n1 | . | -1
O=C(CN1C2=NCCN2c2ccccc21)c1cccs1 | -7&-2 | 0&-3
C[N+](C)(C)CCO | . | -6
O=C(c1ccncc1)N1CCc2cc(S(=O)(=O)N3CCOCC3)ccc21 | -8 | -4
O=C(NCC1CCCO1)c1cccc(Br)c1 (configuration not stated) | -1 | -1
CC(C)(C)NCCCOc1ccccc1F | -6 | -2
Cc1cccc(CN2CCN(C3CCN(C(=O)Nc4ccccc4Cl)CC3)C2=O)c1 | 15 | -3
CC(=O)c1cccc(NC(=O)CSc2ccc3ccccc3n2)c1 | 4 | -8
CC(O)(CNC(=O)C(=O)NCCC1=CCCCC1)c1ccco1 (configuration not stated) | 0 | -7
COc1cc(NC(=O)C2CCc3sc(C(=O)N4CCCC4)cc3C2)cc(OC)c1 (configuration not stated) | 3 | 0
COC(=O)C(Cc1ccccc1)NC(=O)N1CCCn2nc(-c3cccs3)cc2C1 (configuration not stated) | 9 | 0
O=C(Cc1ccccc1)NCC1CCCO1 (configuration not stated) | -4 | -1
C(=NCC1CCC(CN=Cc2ccco2)CC1)c1ccco1 (configuration not stated) | . | 2
COc1cccc(CNC(=O)c2cc3n(n2)CCCN(Cc2ccc(F)cc2)C3=O)c1 | 9 | 0
CC(C)c1nnc(N)s1 | -1 | .
COc1ccc2cccc(NC(=O)C3CCC3)c2n1 | -19 | -7
Cc1ccc(C(C)C)cc1OCCCN1CCNCC1 | 4 | 1
CC(=O)NC1C(Oc2ccc3c(C)cc(=O)oc3c2)OC(COC(C)=O)C(OC(C)=O)C1OC(C)=O (configuration not stated) | 0 | 1
Cc1cccc(N2C(=O)CSC2c2cccc(C(F)(F)F)c2)c1 (configuration not stated) | -2 | 30
CC(C)CC(=O)NCC1CCCO1 (configuration not stated) | -5 | .
CCOCC(=O)N1CCCC(c2nc(CNC(=O)CC)cs2)C1 (configuration not stated) | -11 | -3
Cc1cc(Cl)nc2ccc(F)cc12 | -5 | .

Reprinted at random: 5 records from the list.
Compound | mHTT CaM bind | Pf apPOL block
O=C(c1ccncc1)N1CCc2cc(S(=O)(=O)N3CCOCC3)ccc21 | -8 | -4
O=C(NCC1CCCO1)c1cccc(Br)c1 (configuration not stated) | -1 | -1
CC(C)(C)NCCCOc1ccccc1F | -6 | -2
O=C(NCCN1CCC(Cc2ccccc2)CC1)C1CCCN(c2ccncc2)C1 (configuration not stated) | 12 | -4
Cc1ccc(C(=O)NC(=C(Cl)Cl)S(=O)(=O)c2ccc(Cl)cc2)cc1 | 2 | 5

Later entries.
Compound | mHTT CaM bind | Pf apPOL block
COc1ccc2c(c1)C1=NN(C(C)=O)C(c3ccc(F)cc3)C1CC2 (configuration not stated) | 3 | 0
Cc1ccc(-c2cnc(-c3ccncc3)o2)cc1 | 2 | -1
N=C1S/C(=C\c2ccc(-c3ccc([N+](=O)[O-])cc3)o2)C(=O)N1c1ccc2c(c1)OCO2 | 7 | -7
O=C(COC(=O)c1c(C(F)(F)F)cccc1C(F)(F)F)c1ccc(Cl)cc1 | . | 0
O=[N+]([O-])c1ccc(-c2nc(C=Nc3cccc([N+](=O)[O-])c3)c(O)o2)cc1 | 9 | -1
Oc1ccc(Br)cc1C=Nc1cc(C(F)(F)F)ccc1NCCc1ccccc1 | . | -12
O=C(CCCNC(=O)c1cc(-c2ccco2)on1)Nc1cccc2cccnc12 | 12 | 12
Cc1cccc(C)c1NC(=O)c1ccc(Cl)cc1 | -9 | -8
Cc1c(C=O)c2ccccc2n1CC(=O)Nc1ccc(F)cc1 | 4 | -5
COc1ccccc1N1CCN(C(=O)c2ccc3c(c2)CC(=O)N3C)CC1 | 27 | -3
CCCCCCC1C(=NO)CCC1C(=O)OC (configuration not stated) | . | -8
CCc1ccc(NC(=O)CSc2nnc(-c3ccc(Cl)cc3Cl)o2)cc1 | 0 | -6
Cc1cc(N(C)C)nc(NCCNC(=O)Nc2cccc(C(F)(F)F)c2)n1 | -20 | -4
COc1ccc(N2CCCS2(=O)=O)cc1NC(=O)C(=O)NCCC1=CCCCC1 | 46 | -1
Cn1c(SCc2nc3ccc([N+](=O)[O-])cc3[nH]2)nc2ccccc21 | 8&-1 | 2&-2
COc1ccccc1C1CC(c2ccc(C)c(C)c2)=NN1C(=O)CN(C)C(C)=O (configuration not stated) | 66* | -5
O=C(Nc1ccc(-c2cnco2)cc1)c1csc([N+](=O)[O-])c1 | . | 1
CCOc1ccc(NC(=O)c2ccc(C(C)C)cc2)cc1 | -2 | -2
CCCn1c(C2CCN(C(=O)CCOC)C2)nc2cccnc21 (configuration not stated) | 7 | -1
Cc1nn(C)c(C)c1CNC(=O)C1CCCN(c2cn[nH]c(=O)c2)C1 (configuration not stated) | 0 | 0
CCc1ccc(-c2csc(Nc3cc(OC)c(Cl)cc3OC)n2)cc1 | 12 | 3
Cc1nccn1-c1ccc(CNC(=O)Cc2ccsc2)cc1 | 15 | 1
CC1CC(C)CN(Cc2c(O)ccc3c2OC(=Cc2cccnc2)C3=O)C1 (configuration not stated) | 2 | -8
COc1ccc(-c2cn3c(n2)N(C(=O)c2cccs2)CCC3)cc1 | 16 | -2
O=C(COc1cccc2ccccc12)N1CCN(c2ccc(-c3ccncc3)nn2)CC1 | 4 | 11
NC(=Nc1nc2ccccc2o1)NC(=O)c1ccc(-c2ccccc2)cc1 | -3 | -4
O=S(=O)(NCCOc1cc(N2CCCC2)ncn1)c1cccnc1 | -7 | -6
COCCCNC(=O)c1nn(-c2ccccc2OC)c(=O)c2ccccc12 | -10 | -1
O=c1[nH]c(Cc2ccc(F)cc2)nc2c1CNCC2 | -4 | 0
O=C(CSc1nnnn1-c1ccccc1)NN1C(=O)c2ccccc2C1=O | -6 | 3
COc1ccc(OC)c(C2Nc3ccc4ncccc4c3C3=C2C(=O)CC(C)(C)C3)c1 (configuration not stated) | 42 | 0
O=C(c1ccc([N+](=O)[O-])cc1)n1cccn1 | -2 | 3
NS(=O)(=O)c1ccc(NS(=O)(=O)c2ccc(NC(=O)c3ccccc3[N+](=O)[O-])cc2)cc1 | 5 | -9
Cc1cccc(C2CCCN2C(=O)Cc2cccc(Cl)c2)c1 (configuration not stated) | 14 | -5
Cc1c(C(=O)Nc2cccc(C(F)(F)F)c2)sc2ncn(C)c(=O)c12 | 14 | -18
COc1cccc(CNc2ccc(-c3nc(-c4ccccc4)no3)cn2)c1 | -6 | 1
FC(F)(F)c1c2c(nc3cc(-c4cccs4)nn13)-c1ccccc1C2 | . | -4&-30
O=C(Cn1cc(S(=O)(=O)N2CCCCC2)ccc1=O)N1CCc2ccccc21 | 2 | -4
CC(C)C(C)NC(=O)c1cc(-c2ccc3c(c2)OCO3)on1 (configuration not stated) | -10 | 1
Cc1[nH]n(-c2cccc(Cl)c2)c(=O)c1C=Nc1ccc([N+](=O)[O-])c([N+](=O)[O-])c1 | 25 | -1
COc1cc(OC)c(OC)cc1C=C1Oc2cc(OCC(=O)c3ccccc3)ccc2C1=O | -12 | 4
O=C(Nc1ccc2c(c1)oc1ccccc12)c1ccco1 | 4 | -4
O=C(Cn1c(-c2ccncc2)nc2ccccc21)N1CCN(c2ccccc2)CC1 | 24 | -11
CCOc1ccccc1/C=C1/NC(=O)N(Cc2ccc(Br)cc2)C1=O | 2 | -4
CC(C)N1CCN(C(=O)c2cc3cn(C4CC4)cc3s2)CC1 | 28 | -4
O=C(/C=C/c1ccc(-c2ccccc2[N+](=O)[O-])o1)c1cc2ccccc2o1 | 77* | 11
CS(=O)(=O)c1ccc(C(=O)Nc2nc(-c3cc4ccccc4o3)cs2)cc1 | 49 | 3
CC1(C)CC(=O)C(CC(=O)Nc2ccc(S(N)(=O)=O)cc2)=C(O)C1 | 3 | 1
CC1CCCCC1NC(=O)C1(O)c2ccccc2NC(=O)N1c1ccc(Cl)cc1 (configuration not stated) | 2 | -6
O=C(NCC1CCCO1)c1cncc(-c2ccc(Cl)cc2)c1 (configuration not stated) | 3 | -9
CC(=O)Nc1cccnc1-c1ccc(C(=O)Nc2cccc(C)c2C)cc1 | 12 | 12
Cc1ccc(-c2nc(Cn3nnc(C(=O)NCc4ccc(F)cc4)c3C)c(C)o2)cc1 | -9 | -3
O=C(C1CCCN(c2cn[nH]c(=O)c2)C1)N1CCN(c2ncccn2)CC1 (configuration not stated) | 1 | -2
CCCCN(C(=O)C12CC3CC(CC(C3)C1)C2)C1CCS(=O)(=O)C1 (configuration not stated) | 12 | -8
O=c1oc2cc(O)c(Cl)cc2c2c1CCCC2 | 0 | 0
CCSc1nc(C)cc(OC(NC(=O)c2ccccc2)C(=O)c2ccccc2)n1 (configuration not stated) | 7 | 1
C=CCN(CC=C)Cn1[nH]c(=O)ccc1=O | -6 | .
CCOc1ccc(-c2[nH]nc3c2C2(C(=O)N(CC(=O)O)c4ccccc42)C(C#N)=C(N)O3)cc1 (configuration not stated) | 8 | -4
O=C(Cn1ccc2ccc(N3CCOCC3)nc21)NC1CCCC1 | 3 | 2
O=S(=O)(NCCOc1ccc2nnc(-c3ccccc3)n2n1)c1ccc2c(c1)CCCC2 | 29 | -2

At a glance, part of the list above.
Compound | mHTT CaM bind | Pf apPOL block
Cc1cccc(-n2cc(C3CCN(C(=O)Cc4cccc(F)c4)CC3)cn2)c1 | -5 | -5
O=C(NCCN1CCC(Cc2ccccc2)CC1)C1CCCN(c2ccncc2)C1 (configuration not stated) | 12 | -4
O=C(O)CCC(=O)Nc1ccc(-c2nc3ccccc3[nH]2)cc1 | 12 | -12
O=C(c1ccoc1)N1CCCC(c2ccnc(-c3ccccc3)n2)C1 (configuration not stated) | 30 | -5

Other compounds.
Compound | mHTT CaM bind | Pf apPOL block
Cc1ccc2c(c1)OCC(=O)N2Cc1nc(-c2ccc(Cl)cc2)no1 | -13 | 0
CCc1cc2c(=O)c(-c3ccc4c(c3)OCCO4)coc2cc1OCC=C(C)C | -11 | -2
Cc1ccc(-c2n[nH]c(C)c2NC(=O)CC(C)(C)C)c(C)c1 | 6 | -4
Cc1cc2oc(=O)cc(-c3ccccc3)c2c(C)c1-c1ccc(F)c(Cl)c1 | -10 | -6
Cc1cc(NC(=O)c2ccc(Cl)s2)n(-c2nc3c(F)cccc3s2)n1 | -13 | -6
COc1cc(O)c(C(CC(=O)N2CCCCC2)c2cc(OC)c(OC)c(OC)c2)c(OC)c1 (configuration not stated) | 0 | -8
CN(N)c1nc(N2CCOCC2)nc(N2CCOCC2)n1 | 1 | -7
O=C(Nc1ccccc1F)C1CC(=O)N(Cc2ccc(OC(F)(F)F)cc2)C1 (configuration not stated) | -5 | -9
CCc1csc(-c2ccc(N3CCN(C(=O)c4ccccn4)CC3)nc2)n1 | 14 | 4
O=C(C1=C(O)C(=O)N(CCCN2CCOCC2)C1c1cccs1)c1ccco1 (configuration not stated) | -3 | 23
CCc1ccc(C2=CC(c3ccc(OC)c(OC)c3)n3nnnc3N2)cc1 (configuration not stated) | 19 | -7
COc1ccc([N+](=O)[O-])cc1NC1CCCCC1 | -24 | -4
N#Cc1ccccc1NC(=O)C(=O)NCCc1ccsc1 | -7 | -6
Cc1ccc(C)c(NC(=O)Cn2nnc(-c3ccccc3Cl)n2)c1 | 1 | -8
Oc1oc(-c2ccc(Br)cc2)nc1C=Nc1ccc(Cl)cc1Cl | -5 | -9
O=S(=O)(c1ccccc1)c1ccccc1C(O)c1ccccc1 (configuration not stated) | -8 | 1
Clc1ccccc1-n1ncc2c(NCc3ccco3)ncnc21 | -11 | -3
O=c1c2ccccc2oc2cccnc12 | -1 | .
Cc1ccc2nc(-c3cccc(Cl)c3)c(NC(=O)C(Cl)Cl)n2c1 | 46 | 37
Cc1ccc2[nH]c(O)c(C(=O)C(=O)Nc3cc(Cl)cc(Cl)c3)c2c1 | -3 | -7
Cc1ccc(C(=O)Nc2ccc(Br)cc2)cc1S(=O)(=O)Nc1ccccn1 | 9 | -5
O=C(/C=C/c1ccccc1)NC(Nc1ccccc1)C(Cl)(Cl)Cl (configuration not stated) | 96* | -8
N#Cc1c(-c2ccc(Cl)cc2)cc(C2CC2)nc1SCC(=O)O | 8 | -2
COc1ccc(NC(=O)CC(c2ccccc2)c2ccccc2)cc1OC | 18 | -1
CC(/C=C/c1ccc(N(C)C)cc1)=C\C(=O)O | 6 | -4
CS(=O)(=O)N1CCC(C(=O)NCCn2ncc3c(N4CCOCC4)ncnc32)CC1 | 3 | -27
Cc1ccc(F)cc1NC(=O)c1cc2n(n1)CCCC2 | -5 | 3
Cc1csc(NC(=O)c2ccc(Br)o2)n1 | 2 | -10
O=C(Cn1nc(-n2cccn2)ccc1=O)Nc1cc(C(F)(F)F)ccc1Cl | -7 | -5
Cn1c(C(=O)NCc2ccc(F)cc2)cc2ccncc21 | -6 | -4
CC(C)(C)C(=O)NCCNc1ccc([N+](=O)[O-])cc1 | 2 | 0
Cc1ccccc1CC(=O)N1CCN(C(=O)c2cc3ccccc3[nH]2)CC1 | 32 | -5
CCC(C)Sc1nc2c(c(=O)n1-c1ccc(C)cc1)SCC2 (configuration not stated) | -7 | -4
O=C(NCc1cccnc1)C1CC(=O)N(CCc2c[nH]c3ccc(Cl)cc23)C1 (configuration not stated) | 23 | 0
